Bioassay records from PubChem.
PRMT1 FP inh: PRMT1 methyltransferase inhibitors, primary screen, biochemical, fluorescence polarization; recombinant PRMT1, activity-based probe fluorescence polarization; Protein arginine N-methyltransferase 1 (Homo sapiens), Q99873; AID 652257, 2013; inhibition, % at 2.79 µM; hit rate 1.3% among 370,000;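 active = inhibition above about 21% made by adding two undisclosed values, limit read from the data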
SIAE primary: human SIAE inhibitors, primary screen, biochemical, fluorescence polarization, FP-Rh probe, 1536-well HTS; inhibition, % at 9.66 µM; AID 1053197, 2014; SIAE FP-Rh probe binding; hit rate 0.69% among 370,000; Sialate O-acetylesterase (Homo sapiens), Q9HAT2;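 active = inhibition above a cutoff: mean of compounds within the control limits plus 3 SD of those, cut at about 17% in these data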;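 note: 0% = plate median of compound wells and 100% = probe without SIAE protein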
Target sequence (Q9HAT2 whole entry, looked up): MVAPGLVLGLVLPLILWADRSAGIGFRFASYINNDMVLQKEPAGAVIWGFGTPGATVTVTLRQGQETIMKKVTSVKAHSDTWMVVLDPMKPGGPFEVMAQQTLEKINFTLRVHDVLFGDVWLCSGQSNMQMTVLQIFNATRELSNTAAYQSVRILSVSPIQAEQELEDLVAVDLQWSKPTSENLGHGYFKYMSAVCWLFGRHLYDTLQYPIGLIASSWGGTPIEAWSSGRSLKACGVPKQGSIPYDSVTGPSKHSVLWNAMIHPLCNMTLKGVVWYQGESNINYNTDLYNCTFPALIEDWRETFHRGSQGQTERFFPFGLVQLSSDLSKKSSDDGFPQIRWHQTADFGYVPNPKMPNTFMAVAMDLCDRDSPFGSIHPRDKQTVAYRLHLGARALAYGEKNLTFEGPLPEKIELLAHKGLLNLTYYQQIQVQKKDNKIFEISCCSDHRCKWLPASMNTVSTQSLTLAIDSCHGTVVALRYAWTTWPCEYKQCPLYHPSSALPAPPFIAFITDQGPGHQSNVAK
TCR CD3 inh: inhibitors of human TCR-CD3 interaction, primary screen, biochemical, fluorescence, TAMRA-labeled TCR probe. T-cell receptor (TCR). inhibition, % at 9.4 µM. hit rate 0.37% among 360,000; in the data active = inhibition above about 19%;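 note: recombinant mutant TCR 2C K166C tagged with TAMRA read by polarization; 0% = receptor in buffer alone and 100% = receptor with positive control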
NPR2 activator: human GC-B receptor activators, primary screen, HEK293 GC-B cells, cGMP TR-FRET, EC30 CNP | AID 1920062, 2024 | 0% at EC30 CNP, 100% saturating CNP | Atrial natriuretic peptide receptor 2 (Homo sapiens), P20594 | hit rate 0.11% among 370,000 | activation, % at 10 µM;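 active = activation at 10 µM reaching about 35% in either raw or pattern-adjusted values, limit read from the data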
rCAG RNA binder: binders of r(CAG) RNA repeats, primary screen, biochemical, fluorescence. hit rate 1.3% among 370,000. r(CAG) RNA repeat, TO-PRO-1 dye displacement fluorescence. AID 651821, 2012. inhibition, % at 3 µM;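 active = inhibition above the plate cutoff, the mean of all test compounds on that plate plus 3 SD, cut at about 35% in these data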;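 note: 0% = DMSO alone and 100% = 100 µM mitoxantrone as full dye displacement; higher means more dye released from RNA so lower well fluorescence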
mABHD4 FP: ABHD4 inhibitors, primary screen, biochemical, fluorescence polarization, mouse; AID 720543, 2013; inhibition, % at 8.92 µM; purified mABHD4, FP-Rh probe fluorescence polarization; (Lyso)-N-acylphosphatidylethanolamine lipase (Mus musculus), Q8VD66; hit rate 0.54% among 370,000;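 active = inhibition exceeding the mean over every tested compound plus 3 SD, cut at about 30% in these data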;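 note: 0% = plate median of compound wells and 100% = S159A mutant with DMSO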
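system = mouse ABHD4 enzyme, wild type | medium = HEPES pH 7.0, NaCl, Pluronic buffer | also added = FP-Rh probe | incubation = Enzyme–compound pre-incubation 45 min, then probe 60 min, both 25 °C | technique = fluorescence polarization, excitation 525 nm, emission 598 nm, BODIPY TMR filters | controls = S159A mutant high control, sample median low control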
LEDGF integ inh: blockers of LEDGF/p75-dependent integrase strand transfer – biochemical, TR-FRET, high throughput, primary screen. TR-FRET IN-LEDGF/p75 DNA integration, Eu/Cy5. inhibition, % at 3.7 µM. hit rate 0.64% among 370,000;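 active = inhibition above the screen-wide mean plus 3 SD, cut at about 13% in these data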;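 note: signal is the Cy5 over europium emission ratio at 671 and 618 nm; 0% = plate median of compound wells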
TDP2 absorb: human TDP2 enzyme inhibitors, primary screen, biochemical, epi absorbance, recombinant enzyme; Tyrosyl-DNA phosphodiesterase 2 (Homo sapiens), O95551; T5PNP hydrolysis, p-nitrophenol absorbance 415 nm; inhibition, % at 12.8 µM; hit rate 0.34% among 370,000; AID 720702, 2013;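 active = inhibition above the mean of all tested compounds plus 3 SD, set per campaign, cut at about 25% in these data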;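 note: 0% = DMSO with enzyme and 100% = buffer with substrate but no TDP2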
Target sequence (O95551 whole entry, looked up): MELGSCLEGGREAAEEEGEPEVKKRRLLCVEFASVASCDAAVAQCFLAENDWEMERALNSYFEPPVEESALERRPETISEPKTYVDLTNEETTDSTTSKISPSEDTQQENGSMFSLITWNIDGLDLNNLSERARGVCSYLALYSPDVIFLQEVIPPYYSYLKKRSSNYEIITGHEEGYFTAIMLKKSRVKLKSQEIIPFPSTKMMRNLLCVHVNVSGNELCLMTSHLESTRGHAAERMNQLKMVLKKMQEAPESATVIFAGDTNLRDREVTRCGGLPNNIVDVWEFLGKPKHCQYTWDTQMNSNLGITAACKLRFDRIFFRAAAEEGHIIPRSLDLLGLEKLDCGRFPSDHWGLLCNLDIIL
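test system = human TDP2 enzyme | input = TDP2 enzyme at 120 nM final | medium = 50 mM Tris-HCl pH 7.5 with Mg2+, KCl, DTT, BSA | also added = T5PNP substrate, 5 mM | times = 2 h at 37 °C | technique = epi absorbance | benchmarks = high control without enzyme, low control DMSO plus TDP2 | replication = each compound tested once, singlicate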
HTRA1 inhibitor: HTRA1 serine protease inhibitors, primary screen, biochemical, fluorescence polarization, HTS. recombinant HTRA1, FP-rhodamine activity-based probe. inhibition, % at 5.96 µM. hit rate 0.5% among 340,000; in the data active = inhibition above about 36%;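 note: 0% = enzyme with DMSO and 100% = wells lacking enzyme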
MBD2 DNA inh: inhibitors of MBD2 binding to methylated DNA, primary screen, biochemical, TR-FRET, DNA-binding domain, human | hit rate 0.31% among 370,000 | MBD2 binding to methylated oligonucleotide | inhibition, % at 4.4 µM | Methyl-CpG-binding domain protein 2 (Homo sapiens), Q9UBB5; in the data active = inhibition above about 13%
The depositor's hits bear a star; x = no result given. Only part of the results is shown (hit frequency here may not be typical).

Start of the data: the first three compounds as a preview:
SMILES | PRMT1 FP inh | SIAE primary | TCR CD3 inh | NPR2 activator | rCAG RNA binder | mABHD4 FP | LEDGF integ inh | TDP2 absorb | HTRA1 inhibitor | MBD2 DNA inh
C=CCn1c(=O)c(C(=O)NCCNCC)c(O)c2ccccc21 | -3.6 | 10.6 | -0.8 | 2.1 | 1.7 | 2.6 | 4.3 | -2.3 | -2.7 | -0.7
Cc1ccc(S(=O)(=O)Nc2cc(=O)[nH]c(SCC(=O)Nc3cccc(C(F)(F)F)c3)n2)cc1 | 15.6 | -2.9 | -0.7 | 2.1 | 1.5 | -27.8 | -7.0 | -17.5 | -23.3 | 3.5
CCOC(=O)c1cc(-c2ccc(C)cc2)nc2nc(SC)[nH]c(=O)c12 | -2.8 | -3.6 | -0.4 | -0.9 | 5.4 | -1.5 | 2.2 | -9.7 | 0.8 | -2.9

The whole of this part, from the start:
SMILES | PRMT1 FP inh | SIAE primary | TCR CD3 inh | NPR2 activator | rCAG RNA binder | mABHD4 FP | LEDGF integ inh | TDP2 absorb | HTRA1 inhibitor | MBD2 DNA inh
C=CCn1c(=O)c(C(=O)NCCNCC)c(O)c2ccccc21 | -3.6 | 10.6 | -0.8 | 2.1 | 1.7 | 2.6 | 4.3 | -2.3 | -2.7 | -0.7
Cc1ccc(S(=O)(=O)Nc2cc(=O)[nH]c(SCC(=O)Nc3cccc(C(F)(F)F)c3)n2)cc1 | 15.6 | -2.9 | -0.7 | 2.1 | 1.5 | -27.8 | -7.0 | -17.5 | -23.3 | 3.5
CCOC(=O)c1cc(-c2ccc(C)cc2)nc2nc(SC)[nH]c(=O)c12 | -2.8 | -3.6 | -0.4 | -0.9 | 5.4 | -1.5 | 2.2 | -9.7 | 0.8 | -2.9
CCSc1nnc(NC(=O)CSc2nc3c(c(=O)n2-c2ccccc2)SCC3)s1 | 0.4 | 1.6 | -7.3 | -0.9 | -1.3 | 2.0 | -3.0 | 7.9 | 0.9 | 3.7
O=C(c1cc2cc(Cl)ccc2[nH]1)N1CCN(Cc2ccc3c(c2)OCO3)CC1 | -3.3 | -12.4 | 11.3 | 0.8 | 1.3 | -3.1 | -0.1 | 13.9 | -35.1 | -1.7
COc1cc(O)c2c(=O)c3c(O)ccc(O)c3oc2c1 | -0.4 | 4.0 | 5.8 | -12.4 | 29.4 | 28.4 | -0.5 | -5.5 | 54.7* | -2.4
Cc1cccc(NC(=O)Cn2cnc(S(=O)(=O)N3CCCC3)c2)c1C | 4.4 | 1.5 | -10.1 | 6.5 | -0.6 | -2.3 | 1.4 | 3.9 | 0.8 | -3.7
CCOC(=O)C1=C(C)N(C)C(=O)NC1c1ccc2c(c1)OCO2 (centres undefined) | -1.5 | -0.1 | 3.5 | -1.6 | -1.2 | 2.1 | 5.7 | 1.2 | -0.1 | 2.5
COc1cc(C(=O)Nc2nc3ccccc3s2)ccc1OCc1c(C)noc1C | -0.1 | -37.4 | -5.8 | 2.9 | -8.9 | -9.6 | 3.0 | 0.0 | -7.1 | -1.1
COc1cccc(C(C)(O)c2nc(-c3ccc(OC)nc3)cs2)c1 (centres undefined) | 0.2 | 5.7 | -1.6 | 0.8 | -2.6 | 0.7 | -2.1 | 1.8 | x | 2.1
COc1ccccc1NC(=O)NC1(C(=O)N2CCC(O)CC2)CCCCC1 | -3.0 | -2.0 | 3.5 | 1.4 | 0.7 | -2.2 | 0.1 | -5.1 | -1.1 | 5.8
CC(=O)N(CC(=O)O)c1ccccc1 | 1.4 | -9.3 | 2.0 | -1.1 | 1.9 | 0.1 | 0.2 | 6.5 | 10.1 | 4.7
Cn1c(SCC(=O)N2CCc3ccccc32)nc2cccnc21 | -0.5 | -2.7 | 3.1 | 2.6 | -4.1 | -1.2 | -0.6 | 4.1 | -0.7 | 0.5
COc1ccc(-n2ncc3c(N4CCC(C)CC4)ncnc32)cc1 | 1.0 | -11.2 | 1.1 | 3.3 | -1.1 | 4.0 | -2.0 | 2.0 | -9.6 | -1.6
C[C@@H]1CNC(=O)c2c(C(=O)Nc3ccc(CNC(=O)OC(C)(C)C)cc3)ncn21 | -2.7 | -8.7 | 1.6 | -3.5 | 2.9 | -5.9 | -0.1 | 1.4 | -14.1 | -2.2
COc1ccccc1-c1nc(C#N)c(N2CC(C)CC(C)C2)o1 (centres undefined) | 1.9 | 0.0 | 4.5 | -5.6 | 0.7 | 0.5 | 3.1 | -15.3 | -0.1 | 0.0
O=C(CCN1C(=O)S/C(=C\c2cccs2)C1=O)Nc1nccs1 | 9.4 | 4.5 | -7.0 | -1.5 | 0.7 | -2.6 | 4.7 | -5.6 | 0.7 | -3.1
COc1ccc(S(=O)(=O)N2CCCCC2)cc1N(C)S(=O)(=O)c1ccccc1 | 0.9 | 10.2 | -6.0 | -3.3 | -4.1 | 1.4 | 0.4 | -3.0 | -9.8 | -6.7
COc1ccc(N2CCN(C(=O)CCNS(=O)(=O)c3ccc(C)cc3)CC2)cc1 | 5.6 | 3.8 | -2.5 | 2.4 | -6.9 | 5.1 | 0.0 | 12.7 | 0.4 | -2.8
NS(=O)(=O)c1ccc(CNC(=O)c2ccc(Br)o2)cc1 | 1.8 | 1.7 | 3.5 | 4.4 | -1.2 | 0.6 | -2.2 | -1.5 | 1.7 | -2.3
COc1cc(-c2nnc(COC(=O)CSc3cc(C)c4ccccc4n3)o2)cc(OC)c1OC | 3.5 | 2.3 | 3.5 | -0.6 | -1.5 | 6.0 | -0.4 | 3.9 | 1.4 | -0.4
CN1CCOc2c1cnn(CCO)c2=O | -1.5 | 3.4 | 4.5 | 4.7 | 1.8 | 4.4 | -1.3 | 8.6 | x | -1.0
Cc1ccc(S(=O)(=O)N2CCN(C(=O)CSc3nnc(-c4ccco4)o3)CC2)cc1 | 3.7 | -8.9 | 3.1 | -2.0 | 2.2 | -0.2 | -0.4 | 11.9 | 1.1 | 0.1
O=C(Nc1cccc(NC(=O)c2cccc([N+](=O)[O-])c2)n1)c1cccc([N+](=O)[O-])c1 | -1.0 | -11.2 | -3.1 | 1.4 | -1.4 | -0.3 | -3.0 | -4.9 | -1.5 | 2.0
CCOC(=O)N1CCN(C(=O)c2ccc3c(=O)n(CCc4ccccc4)c(=S)[nH]c3c2)CC1 | 1.2 | -1.7 | -0.9 | -6.1 | -3.9 | 9.0 | -1.7 | 5.7 | 5.0 | 5.3
COc1ccc(/C=N/N(C)C2=NS(=O)(=O)c3ccccc32)cc1OC | 4.2 | 5.2 | -4.4 | 13.1 | -0.8 | 0.2 | -2.7 | -8.4 | 1.0 | 0.2
COc1ccc(-n2c(C)cc(C=O)c2C)cc1Cl | -2.2 | 4.7 | 0.6 | 0.0 | -1.2 | -4.9 | 1.3 | -9.0 | 4.8 | -1.3
CCCCNC(=O)c1nc(C2CCN(S(=O)(=O)c3c(F)cccc3F)CC2)oc1-c1cccc(C(F)(F)F)c1 | -4.0 | -1.9 | 0.8 | 4.2 | 3.8 | -9.0 | 2.2 | -8.7 | x | -7.4
Cc1noc(C)c1NC(=O)N(C)C[C@H]1OCCCC[C@@H](C)Oc2ccc(NS(=O)(=O)c3ccccc3)cc2C(=O)N([C@H](C)CO)C[C@@H]1C | -1.4 | 0.4 | 8.7 | 6.5 | 3.9 | 0.1 | -0.3 | 0.1 | -3.6 | -4.9
COCc1[nH][nH]c(=O)c1C=Nc1ccc(Cl)cc1 | 0.2 | 4.1 | -8.7 | -2.7 | 4.3 | 2.3 | 2.2 | -4.9 | -0.2 | 0.4
CCC1Sc2ccccc2N(CC(=O)NC2CCCCC2)C1=O (centres undefined) | 4.3 | -4.0 | 2.4 | -0.2 | -0.4 | -3.0 | -2.0 | 3.0 | -3.0 | 1.5
CC(C)OP(=O)(c1ccc(N(C)C)cc1)C(O)c1ccccc1 (centres undefined) | -0.8 | 7.7 | 0.5 | 3.8 | -2.1 | -1.8 | 0.9 | 6.8 | 0.3 | -6.3
Cc1ccc2nc(-c3sc4nc(C)cc(C)c4c3N)[nH]c2c1 | 9.5 | 15.8 | -1.1 | 5.7 | 13.9 | -5.7 | -3.0 | -14.1 | -1.1 | 7.3
COc1ccc(NC(=S)N2CCc3cc(OC)c(OC)cc3C2)cc1 | -2.1 | 6.9 | 1.4 | 0.7 | -2.4 | 6.1 | 5.5 | 6.7 | 3.2 | -3.0
COc1ccc(OC)c(Nc2nc(N)nc(-c3cc4ccccc4o3)n2)c1 | -2.7 | -3.0 | -11.3 | -13.1 | 27.3 | -11.9 | 5.2 | -9.7 | -6.2 | -2.0
CSc1ccccc1NC(=O)CN(C)CC(=O)Nc1cccc(Br)c1 | 5.8 | -7.1 | -7.7 | -4.7 | -3.3 | -0.3 | -2.9 | -0.4 | -16.3 | 4.5
CCN(CC(=O)Nc1c(F)cccc1F)C(=O)c1ccc(=O)n(Cc2ccccc2)n1 | -1.9 | 14.2 | 5.4 | -5.6 | -3.7 | 0.2 | 1.1 | 20.1 | -1.2 | 2.8
CCOc1ccc(S(=O)(=O)Nc2cccc(C(=O)N(C)CC(=O)Nc3cccc(OC)c3)c2)cc1 | 0.1 | -2.4 | -0.8 | 0.1 | 8.7 | -4.4 | -7.0 | 3.9 | -5.8 | 4.3
Cc1ccc2c(c1)-c1cc(C)ccc1C2=O | -2.1 | -4.9 | 1.6 | 2.3 | 3.0 | -2.1 | -3.3 | -1.2 | -12.5 | 1.1
COC(=O)[C@H](CCSC)NC(=O)NCc1cccs1 | -4.0 | -1.4 | 8.6 | 0.2 | -2.1 | 1.4 | 0.0 | -1.9 | 0.3 | -1.7
CC(C)(C)OC(=O)N1CCC(C(=O)Nc2ccc(C(=O)N3CCCC3)cc2)CC1 | 2.4 | 3.5 | 0.0 | 4.0 | -0.4 | 6.1 | -3.2 | 9.5 | 3.9 | -0.1
O=C(CC1CCCC1)NCCS(=O)(=O)N1CCN(c2ccccc2F)CC1 | -0.1 | 0.5 | 8.7 | 1.0 | -4.1 | 4.2 | 3.7 | -3.6 | -1.9 | 0.1
O=C(c1cc2ccccc2oc1=O)N(c1ccccc1)C1C=CS(=O)(=O)C1 (centres undefined) | 0.1 | 13.1 | 0.2 | -1.1 | -0.3 | 6.4 | 3.4 | 7.2 | 9.8 | -6.4
O=c1cc(-c2ccc(Cl)cc2)nc(N2CCN(c3ccccc3)CC2)[nH]1 | 1.9 | 5.2 | -5.8 | -9.4 | -1.2 | 0.1 | -2.4 | -4.1 | 8.3 | 1.6
